# From PubChem
# SENP8 block-1 – SENP8 protease inhibition; inhibition, % at 10 µM; AID 2540; 330,000 tested, 1.2% active; purified SENP8, Z-RLRGG-aminoluciferin cleavage, luminescence; Q96LD8; in the data active = inhibition above about 50%
# SENP7 block – inhibitors of human SENP7 protease; 330,000 tested, 1.5% active; recombinant SENP7, Z-RLRGG-aminoluciferin luminescence, 40 min; inhibition, % at 5 µM; AID 434973; Q9BQF6;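 active = inhibition above about 50% at the single test dose, limit read from the data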;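 also: plate controls were DMSO with enzyme for no effect and no enzyme buffer wells for full effect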
# Target sequence (Q9BQF6 706-1050 limits assumed): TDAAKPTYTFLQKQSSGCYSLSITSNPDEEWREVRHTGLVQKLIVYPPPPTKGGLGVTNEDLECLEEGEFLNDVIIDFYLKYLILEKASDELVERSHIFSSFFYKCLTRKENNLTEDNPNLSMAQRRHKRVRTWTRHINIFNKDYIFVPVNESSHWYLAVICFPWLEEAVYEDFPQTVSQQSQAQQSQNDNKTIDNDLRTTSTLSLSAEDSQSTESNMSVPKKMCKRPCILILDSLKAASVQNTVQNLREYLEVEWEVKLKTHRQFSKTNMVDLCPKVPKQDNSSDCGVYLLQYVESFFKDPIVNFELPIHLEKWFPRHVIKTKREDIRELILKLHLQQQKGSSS
# SENP1 inh – inhibitors of human SENP1 SUMO protease catalytic domain; 360,000 tested, 0.21% active; recombinant SENP1 catalytic domain, CyPet-SUMO1-YPet FRET cleavage; Q9P0U3; inhibition, % at 10 µM;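 active = inhibition at least 30% at 10 µM, raw YFP signal under a set limit, fluorescence ratio 0.5 to 1.5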;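 also: 0% = enzyme with DMSO and 100% = no enzyme wells; some results filed as inactive read as strong as hits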
# Target sequence (Q9P0U3 419-644 limits assumed): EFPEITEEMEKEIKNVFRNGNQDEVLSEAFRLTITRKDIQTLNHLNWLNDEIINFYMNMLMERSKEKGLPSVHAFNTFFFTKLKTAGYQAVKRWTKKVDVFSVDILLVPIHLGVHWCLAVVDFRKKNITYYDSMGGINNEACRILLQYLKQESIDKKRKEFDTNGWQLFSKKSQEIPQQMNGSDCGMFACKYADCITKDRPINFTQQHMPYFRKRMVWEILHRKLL
#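 material = recombinant human SENP1 catalytic domain, His6-tagged | quantity = 20 pM enzyme | reagent = 25 nM SUMO1 FRET substrate | compound dosing = 10 µM single point, 0.5% DMSO | timing = 50 min enzyme reaction, room temperature, light-protected | detection = FRET, CFP and YFP emission | control set = no-enzyme low, enzyme-DMSO high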
# UBC13 inh – inhibitors of human UBC13 polyubiquitin chain formation. 330,000 tested, 0.47% active. TR-FRET. inhibition, % at 20 µM. P61088; in the data active = inhibition above about 45%, passing the limit was not always enough
# MIN6 prolif – induces beta-cell replication in MIN6 cells | AID 2380 | MIN6 cells proliferation, ATPlite luminescence, 48 h; cells starved in 0.2% serum; 100% = growth in 10% serum | proliferation, % at 10 µM | 330,000 tested, 0.29% active;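 active = compounds whose signal lies at least 3.5 SD above the mean of all wells on their plate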;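 also: 0% = DMSO-treated cells in low-serum medium and 100% = 10% serum control; some compounds called inactive have numbers as strong as hits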
# PfGluPho inh – PfG6PD (Plasmodium falciparum) enzyme inhibition. inhibition, % at 20 µM. 350,000 tested, 0.78% active. PfGluPho enzyme, NADPH resazurin-diaphorase fluorescence;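 active = inhibition reaching at least a set limit at 20 µM in the primary screen, cut at about 59% in these data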;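 also: 0% = DMSO wells with substrate and 100% = DMSO wells lacking glucose-6-phosphate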
# SENP6 block – blocks the human protease SENP6. Q9GZR1. Recombinant SENP6 catalytic domain, aminoluciferin luminescence. inhibition, % at 10 µM. 330,000 tested, 1.8% active;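 active = inhibition above about 50% at the single tested dose, limit read from the data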;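 also: plate controls were DMSO wells with enzyme for no effect and DMSO wells lacking enzyme for full effect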
# Target sequence (Q9GZR1 628-1112 limits assumed): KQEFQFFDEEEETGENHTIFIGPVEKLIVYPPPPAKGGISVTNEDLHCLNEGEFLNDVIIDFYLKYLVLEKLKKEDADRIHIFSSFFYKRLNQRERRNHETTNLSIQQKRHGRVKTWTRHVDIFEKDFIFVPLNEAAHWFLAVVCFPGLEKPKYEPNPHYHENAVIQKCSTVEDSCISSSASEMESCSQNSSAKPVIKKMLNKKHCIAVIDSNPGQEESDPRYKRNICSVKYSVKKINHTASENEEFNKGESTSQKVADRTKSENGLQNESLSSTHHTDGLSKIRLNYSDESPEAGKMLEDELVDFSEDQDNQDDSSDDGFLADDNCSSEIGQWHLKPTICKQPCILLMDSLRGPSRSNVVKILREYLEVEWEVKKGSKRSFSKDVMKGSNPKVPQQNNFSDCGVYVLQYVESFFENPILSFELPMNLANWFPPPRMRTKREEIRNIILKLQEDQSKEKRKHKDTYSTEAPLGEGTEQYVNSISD
# SENP8 block-2 – blocks human SENP8 cleavage of Nedd8 substrate; Q96LD8; recombinant SENP8, Nedd8 substrate fluorescence; inhibition, % at 20 µM; 360,000 tested, 0.64% active; AID 602440; in the data active = inhibition mostly above about 40%, no sharp cut-off; inactive = mostly below about 27%
# HKDC1 inhibitor – blocks human hexokinase HKDC1 activity; AID 493160; recombinant HKDC1, G6PDH/diaphorase resazurin coupled fluorescence; 340,000 tested, 0.16% active; inhibition, % at 20 µM;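 active = inhibition above about 35% when tested at 20 µM, limit read from the data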;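 also: plate controls were DMSO wells with enzyme for no effect and DMSO wells lacking enzyme for full effect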
#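 Assay system – recombinant HKDC1 (HK5) hexokinase enzyme, produced in-house · Input – HKDC1 at 5 µg/mL · Reagent – glucose plus 1 mM ATP as hexokinase substrates · Timing – 90 min reaction incubation at room temperature, dark · Measured by – G6PDH/diaphorase-coupled fluorescence, 1 mM NADP, 100 µM resazurin, 525/613 nm · Benchmarks – DMSO-enzyme wells negative, buffer-substituted wells positive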
# Starred values were filed as active, the others as inactive; i = inactive; . = no result given.
# Screens in order – SENP8 block-1	SENP7 block	SENP1 inh	UBC13 inh	MIN6 prolif	PfGluPho inh	SENP6 block	SENP8 block-2	HKDC1 inhibitor
1) COc1ccc(NC(=O)CCNS(=O)(=O)c2cccc3nonc23)cc1
  0.1	2.4	1.3	4.3	0.1	5.2	-20.0	14.5	-1.1
2) COC(=O)c1sccc1NC(=O)C1C2C=CC(O2)C1C(=O)O (stereo not drawn)
  6.6	4.7	2.0	-5.5	-2.8	2.0	3.0	5.4	1.3
3) CC1CCC2(CC1)NC(=O)N(CC(=O)NCc1ccc(F)cc1)C2=O (stereo not drawn)
  -14.9	-5.3	1.0	-11.1	-5.7	-0.3	-6.9	11.7	-5.5
4) C#CCNc1nc(C)nc2c1nnn2Cc1ccccc1F
  -5.7	-5.2	0.0	-5.7	-2.3	14.3	-16.9	14.9	-4.8
5) CSc1nc2ccccc2n1Cc1c(Cl)cccc1Cl
  1.8	0.2	5.0	5.7	-3.4	5.8	-12.4	16.4	0.7
6) CCOc1cc(N2CCOCC2)c(OCC)cc1NC(=O)c1cnccn1
  -9.4	6.8	2.0	-5.0	9.3*	31.8	-6.0	32.1*	2.8
7) COc1ccccc1NS(=O)(=O)c1ccc(C)c(NC(=O)NCCCl)c1
  -0.5	3.2	0.1	13.0	-6.5	-3.6	-6.2	-2.8	-3.4
8) Cc1ccc(C)c(NC(=O)CSc2nc3c(oc4ccccc43)c(=O)n2-c2ccccc2)c1
  -0.5	3.4	0.2	-12.2	-1.0	3.2	-2.1	7.9	-9.3
9) CCOC(=O)Cc1csc(NC(=O)CSc2nnc3ccccn23)n1
  -8.4	-9.2	0.8	-18.0	-0.7	-24.2	0.5	-1.7	-7.8
10) COc1cccc2c1-c1c(C(=O)O)cccc1C2=O
  6.7	-0.1	-0.7	-8.1	-0.8	2.0	4.3	6.7	-1.7
11) COc1ccc(CNC(=O)CN2CCC(NC(=O)c3cccc(OC)c3)CC2)cc1
  .	.	1.9	.	.	-2.5	.	6.6	-3.1
12) Cc1ccc(-n2nc3ccc(NC(=O)c4ccco4)cc3n2)cc1
  -4.1	-2.3	-31.6	-5.3	-0.9	-4.0	1.2	-497.5	-4.6
13) O=C(CN1CCN(S(=O)(=O)c2ccc(Br)cc2)CC1)Nc1ccc2c(c1)OCCO2
  -5.7	6.7	-0.6	5.5	-2.2	13.2	-20.2	11.3	3.0
14) COc1ccccc1CN(C)C(=O)c1cc(-c2cccs2)nc2ccccc12
  4.3	1.3	-3.5	14.8	0.0	6.6	-22.4	-304.4	-0.3
15) Cc1c(NC(=O)Nc2ccccc2Cl)sc(=S)n1C
  -2.8	2.2	3.0	13.2	-3.2	3.9	8.7	12.2	-2.2
16) CC(C)c1ccc(/C=C/C(=O)NCCCN2CCOCC2)cc1
  -13.4	-9.0	2.0	-13.4	-1.1	-23.4	-9.4	11.0	-1.3
17) COc1ccc(-n2c(=O)c3c(C)c(C)sc3n(Cc3cccc(F)c3)c2=O)c(OC)c1
  2.0	0.5	-3.8	4.2	-5.7	5.4	-13.8	-0.8	-2.0
18) CC1(C)Cc2c(sc(/N=C/N3CCOCC3)c2C#N)C(C)(C)N1
  5.3	-0.9	-1.7	-1.9	2.2	4.5	5.3	32.5	-4.6
19) CCC(Cc1ccccc1)NC(=O)Cn1ncc2ccsc2c1=O (stereo not drawn)
  6.0	-0.6	1.2	9.1	-2.5	-13.8	-7.8	14.0	-1.9
20) CCC(C)N(C(=O)CSc1nc(C)nc2ccccc12)C1CCS(=O)(=O)C1 (stereo not drawn)
  -1.6	0.3	-2.5	15.1	-1.6	16.5	-1.9	4.1	-5.6

# Record cards, from the list above. Order of values: SENP8 block-1 | SENP7 block | SENP1 inh | UBC13 inh | MIN6 prolif | PfGluPho inh | SENP6 block | SENP8 block-2 | HKDC1 inhibitor
# `Cc1c(NC(=O)Nc2ccccc2Cl)sc(=S)n1C` in the list: -2.8 | 2.2 | 3.0 | 13.2 | -3.2 | 3.9 | 8.7 | 12.2 | -2.2
# `Cc1ccc(-n2nc3ccc(NC(=O)c4ccco4)cc3n2)cc1` in the list: -4.1 | -2.3 | -31.6 | -5.3 | -0.9 | -4.0 | 1.2 | -497.5 | -4.6

# The listing continues.
# Screens in order – SENP8 block-1	SENP7 block	SENP1 inh	UBC13 inh	MIN6 prolif	PfGluPho inh	SENP6 block	SENP8 block-2	HKDC1 inhibitor
21) COc1cccc(CNC(=O)C2CCC(=O)N(CCc3cccc(F)c3)C2)c1 (stereo not drawn)
  -3.0	15.8	2.2	-4.4	1.8	-7.0	-11.7	3.8	1.8
22) COc1ccccc1CC(=O)NCC(c1ccco1)N1CCCCC1 (stereo not drawn)
  6.3	10.1	-13.4	0.4	-3.1	3.4	4.3	-29.9	-10.6
23) CCCCCCCNC(=O)COc1ccc2c(c1)C(=O)CC(C)(C)O2
  5.7	6.0	-1.7	14.6	-0.8	-13.4	1.2	-274.4	-2.5
24) Cc1onc(-c2ccccc2Cl)c1C(=O)NC(=S)NCC(=O)c1ccccc1
  -0.9	12.5	0.3	-4.6	-1.0	-1.2	-4.7	7.5	10.8
25) CCc1ccc(-c2cc3c(=O)n(CC(=O)N4CCCC4)nc(C)n3n2)cc1
  10.5	4.8	1.6	2.3	-1.6	-7.8	15.6	-3.4	-3.6
26) Cc1cccc(C)c1NC(=O)COC(=O)c1c2c(nc3ccccc13)/C(=C\c1ccc3c(c1)OCO3)CCC2
  .	.	-26.4	.	.	-7.8	.	-185.5	2.4
27) O=C(Nc1ccc(F)c(Cl)c1)Nc1cnccn1
  -0.7	8.0	1.7	-2.2	-2.4	-1.2	-18.0	3.2	0.6
28) CC(C)CCNC(=O)C(=O)Nc1ccc2c(c1)N(S(=O)(=O)c1cccs1)CCC2
  -11.7	-16.7	1.7	-4.6	-3.1	10.9	-19.0	4.5	-0.5
29) CCN1C(=O)c2cccc3c(S(=O)(=O)NCc4cccnc4)ccc1c23
  -10.2	1.2	-19.4	2.1	-1.9	-3.4	0.2	-406.7	0.0
30) O=C1c2ccccc2C(=O)N1CCc1nc2ccccc2c(=O)n1-c1ccccn1
  -3.6	-6.3	0.5	-8.0	-0.2	8.8	-19.6	12.9	-3.0
31) O=C(O)c1ccc(CS(=O)(=O)c2cccc(C(F)(F)F)c2)o1
  1.3	5.0	0.7	15.7	-0.7	2.3	3.8	9.0	-0.1
32) CC(C)c1ccc(NC2CCCN(C(=O)c3ccc(N4CCOCC4)cc3)C2)cc1 (stereo not drawn)
  -5.9	-2.9	1.3	0.3	-1.8	8.7	-12.8	4.6	-0.5
33) CCC(=O)c1cn(CC(=O)Nc2c(C)cccc2C)c2ccccc12
  0.7	4.2	0.1	-4.3	-1.8	-19.7	2.0	7.7	1.5
34) CCCCCN1CC(O)=C(c2nc3ccccc3[nH]2)C1=N
  -11.2	-3.9	-0.7	-10.3	-1.3	-2.9	-9.6	6.4	-3.6
35) CC(Sc1nnnn1C1CCCCC1)C(=O)O (stereo not drawn)
  -10.6	-8.4	1.0	-4.9	-0.7	-9.4	-12.1	5.0	0.6
36) O=c1c2ccccc2nc2ccc(NCc3ccco3)nn12
  3.1	5.4	27.3	-13.0	-3.1	17.7	-17.0	i	3.8
37) CC(=O)Nc1ccc(C(=O)OCC(=O)/C(C#N)=C(\C)N)cc1
  -10.8	-2.1	-0.1	-12.2	-3.5	-10.8	-35.9	0.8	0.0
38) COc1ccc2c(c1)C(=O)N(Cc1ccccc1)C(=O)C2(C)C
  -3.3	0.4	-2.5	11.3	1.5	-12.8	5.4	-13.6	-1.6
39) O=C(NNC(=O)c1ccc(S(=O)(=O)N2CCOCC2)cc1)c1ccccc1
  7.2	3.0	2.0	0.3	2.8	-17.4	-4.3	19.9	6.1
40) COc1cc(C(=O)OC2CCOC2=O)c([N+](=O)[O-])cc1OC (stereo not drawn)
  -3.0	-1.6	-0.4	-1.5	0.7	-2.1	-15.4	8.6	0.7
41) O=C(c1ccco1)N1CCN(C(c2ccccc2Cl)c2nnnn2CC2CCCO2)CC1 (stereo not drawn)
  -4.2	4.8	2.1	1.3	2.6	-2.9	-9.6	10.9	-8.1
42) COc1cc(/C=N/NC(=O)COc2ccc(Cl)cc2)ccc1OS(=O)(=O)c1ccc(C)cc1
  3.2	1.2	0.8	34.3	-5.3	15.5	5.1	17.3	2.0
43) Cn1nc(-c2ccccc2)c2cc(C(=O)O)sc21
  -11.0	-9.3	0.1	1.7	1.9	-7.4	-17.0	-63.4	9.7
44) O=C(CSc1n[nH]c(-c2ccccc2F)n1)NCC(=O)Nc1ccc(F)c(F)c1F
  -12.1	-8.0	1.6	-24.4	-3.7	24.1	-14.5	23.3	-0.6
45) COc1ccccc1CNC(=S)NC1CCCC1
  -3.7	-7.9	0.9	-0.7	0.0	-2.6	-11.0	4.6	-10.9
46) CN(C)CCCNC(=O)CC1C[C@H](C(=O)N2CCCCC2)[C@@]2(CCc3ccccc3)c3[nH]c4ccccc4c3CCN2C1=O (stereo partly drawn)
  7.5	-0.6	-0.5	47.1*	-5.0	-4.8	-2.0	13.8	-4.0
47) Cc1ccc(-n2c(SCC(=O)N/N=C/c3c(C)nn(-c4ccccc4)c3C)nc3ccccc3c2=O)cc1
  3.4	-1.1	1.3	0.1	-3.3	-0.3	0.1	15.8	-2.0
48) O=C(/C=C/c1ccccc1)Nc1cccc(C(=O)N2CCCCC2)c1
  .	.	1.2	.	.	22.3	.	4.8	-2.6
49) COc1ccccc1NC(=O)Nc1cccc(C(=O)O)c1
  30.1	44.1	3.1	7.6	-1.5	-11.8	60.4*	-4.7	-12.8
50) O=C(CN(Cc1ccc(F)cc1)C(=O)CNS(=O)(=O)c1ccccc1)NCc1ccco1
  -0.7	2.2	3.1	-0.5	-0.4	0.9	-22.6	5.7	-6.0
51) CCCn1ncc([C@@H]2C[C@H]3CN(Cc4cccc(Cl)c4)C(=O)[C@]34CCCN24)c1C
  1.4	4.9	0.5	3.1	0.2	-5.2	5.3	15.3	8.2
52) NC(=O)C1CCN(C(=O)COCc2cc(-c3ccc4c(c3)OCO4)on2)CC1
  3.7	-3.5	0.8	-6.9	-4.8	9.7	-6.1	14.1	-7.1
53) C=CCNC(=S)N/N=C/c1ccc(-c2ccc(Cl)cc2Cl)o1
  13.5	-0.1	1.7	19.3	-5.0	-1.2	16.7	-406.2	-5.0
54) CCN(CC)S(=O)(=O)c1ccc(NC(=O)c2cc(C(=O)OC)cc([N+](=O)[O-])c2)cc1
  2.1	-3.8	1.7	7.3	0.0	-11.7	2.6	15.3	-3.9
55) COCOc1ccc(C=O)c(OCOC)c1
  -0.9	12.8	3.8	2.5	-3.0	-1.1	-4.0	30.7	-3.9
56) O=[N+]([O-])c1ccc(N2CCOCC2)nc1
  6.4	7.7	0.9	-4.8	3.1	7.1	-5.9	16.8	-6.5
57) CCCCn1nnnc1SCC(=O)NCc1ccco1
  0.3	-0.4	-2.5	-4.9	-1.0	4.8	-7.9	16.7	-2.5
58) CCOC(=O)C1=C(C)N=C2SCCC(=O)N2C1c1sccc1C (stereo not drawn)
  7.1	10.6	0.6	-8.8	-5.2	-2.4	12.3	10.5	-15.4
59) Cc1ccc(C2(c3ccccc3)NC(=O)N(CC(=O)NC3CCS(=O)(=O)C3)C2=O)cc1C (stereo not drawn)
  -7.8	-12.6	0.2	-15.5	5.0	-7.6	0.2	13.1	-1.7
60) O=C(CCc1ccccc1)NNC(=O)CCc1ccccc1
  9.3	-5.3	0.9	-3.7	-0.5	4.9	-4.6	10.6	-6.3
61) CC(C)(C)Cc1cc(N)on1
  -2.6	-3.5	1.7	-2.9	0.0	-12.1	-8.4	-2.4	14.6
